# Screens: PubChem, Southern Research Specialized Biocontainment Screening Center
# inhibitors of VEEV: inhibitors of VEEV TC-83 cytopathic effect, confirmation, Vero cells (AID 588727) | Vero cells, VEEV TC-83 cytopathic effect inhibition; higher % means a stronger effect | one-dose inhibition, % at 20 µM; IC50 in µM for titrated hits | 350,000 tested, 0.13% active; in the data active means a potency from the dose series; inconclusive means inhibition mostly from about 14% at the one dose, without a potency; inactive means the rest, 99 in 100 with inhibition below about 12%; further: strong numbers were not always called active
# influenza NS1A: NS1A inhibition, H1N1 influenza, cell based functional assay (AID 504329); 340,000 tested, 0.3% active; one-dose inhibition, % at 12.5 µM; IC50 in µM for titrated hits; NS1A functional cell-based assay, percent inhibition; higher % means a stronger effect; in the data active means a potency from the dose series; inconclusive means inhibition above about 27% without an active follow-up result; further: strong numbers were not always called active
# tuberculosis growth: growth inhibition of non-replicating M. tuberculosis (AID 488890). Mycobacterium tuberculosis non-replicating, growth inhibition; higher % means a stronger effect. inhibition, % at 25 µM; hits with a dose series show IC50 in µM. 320,000 tested, 0.39% active; in the data active means a potency from the dose series; inconclusive means inhibition mostly from about 82% at the one dose, without a potency; inactive means the rest, 99 in 100 with inhibition below about 76%;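 further: plate controls were DMSO cells for no effect and high antibiotic wells for full effect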
# PhoP GFP inhibition: PhoP regulon inhibitors, Salmonella typhi PhoP promoter GFP reporter, confirmatory (AID 1850). Salmonella Typhi PhoP-promoter GFP reporter, fluorescence, 4 h; higher % means a stronger effect. 310,000 tested, 0.33% active. inhibition, % at 50 µM, or IC50 in µM where a hit was titrated; in the data active means a potency from the dose series; inconclusive means inhibition mostly from about 25% at the one dose, without a potency; inactive means the rest, 99 in 100 with inhibition below about 19%;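 further: 0% = induced wells with vehicle and 100% = uninduced wells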
# H37Rv inhibition: M. tuberculosis growth inhibition, HTS (AID 449762). M. tuberculosis H37Rv growth inhibition, 7H9 media; higher % means a stronger effect. 330,000 tested, 0.59% active. inhibition, % at 25 µM; hits with a dose series show IC50 in µM; in the data active means a potency from the dose series; inconclusive means inhibition above about 70% without an active follow-up result;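 further: bacterial growth assessed after seven days of incubation; strong numbers were not always called active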
# inhibitors of VEEV 10K pilot screen: also measured in inhibitors of VEEV; calls as there; inhibition, %; measured here: 10K pilot screen inhibition
# * marks the source's active call; other numbers are inactive results; i = inactive; ? = inconclusive; . = no result given.
# The first 2 records, to show the layout:
SMILES,inhibitors of VEEV,influenza NS1A,tuberculosis growth,PhoP GFP inhibition,H37Rv inhibition,others
Cn1c(N)c(C(=O)CSc2ncn[nH]2)c(=O)n(C)c1=O,1.8%,-21%,-2%,-8%,5%,
Cc1noc(NS(=O)(=O)c2ccc(N)cc2)c1C,0.1%,6%,63%,9%,16%,

# Results, from the start:
SMILES,inhibitors of VEEV,influenza NS1A,tuberculosis growth,PhoP GFP inhibition,H37Rv inhibition,others
Cn1c(N)c(C(=O)CSc2ncn[nH]2)c(=O)n(C)c1=O,1.8%,-21%,-2%,-8%,5%,
Cc1noc(NS(=O)(=O)c2ccc(N)cc2)c1C,0.1%,6%,63%,9%,16%,
Cc1cccc(N/C=C(\[N+](=O)[O-])S(=O)(=O)c2ccccc2)c1,1.6%,-2%,-2%,1%,-2%,
CCCCOc1ccc(CN2CCN(CCO)CC2)cc1,0.4%,2%,-30%,12%,-9%,inhibitors of VEEV 10K pilot screen=0.0
Cc1ccc(C(=O)OCC(=O)NNC(=O)COc2ccc(Cl)cc2)c(O)c1,0.1%,-3%,-11%,4%,-1%,
CC(=O)c1cccc(NC(=O)CN(c2cccc(F)c2)S(C)(=O)=O)c1,0.9%,-2%,1%,0%,-2%,
O=C(COC(=O)c1ccc(Cl)cc1)NC1CCCCCC1,7.6%,-9%,44%,.,2%,
CN(C)c1oc(-c2ccccc2F)nc1C#N,0.8%,10%,-45%,-6%,-9%,
O=C(Cn1cnc2ccccc21)OCC(=O)N1CCCCC1,3.6%,-1%,-18%,.,3%,
Cc1ccc(NC2=C([N+](=O)[O-])CS(=O)(=O)C2)cc1,0.3%,23%,38%,-13%,1%,
CCOc1ccc(NC(=O)CCC(=O)Oc2ccc(C)cc2)cc1,i,-10%,-13%,-2%,-3%,
CCC(C)[C@H](Nc1nc(-c2ccccc2)nc2c1oc1ccccc12)C(=O)O (stereo not given in full),3.0%,-6%,16%,-6%,2%,
Cc1cccc(C)c1NC(=O)CN1C(=O)COc2ccccc21,i,2%,-11%,-1%,1%,
CC1CCc2sc(C(=O)Nc3ccc(N4CCOCC4)cc3)cc2C1 (stereo not given),2.4%,11%,?,14%,-4%,
CCCOC(=O)N[C@@H]1C(=O)N2C(C(=O)OCCC)=C(C)CS[C@H]12,0.2%,-8%,37%,9%,0%,
C/C(=N\O)c1cccc(Br)c1,i,-4%,2%,-1%,1%,
COc1cccc(/C=N/NC(=O)c2ccc3nc[nH]c3c2)c1,1.4%,-22%,0%,0%,-7%,
CCCNC(=O)C(Cc1ccc(Cl)cc1)NC(=O)c1ccc(-c2ccccc2)cc1 (stereo not given),0.2%,12%,-7%,.,-5%,
CC1CC2(CC(C)(C(=O)CSc3nc4ccccc4s3)OC2=O)C(=O)O1 (stereo not given),i,2%,18%,-3%,-12%,
O=C(O)CCC(=O)NCC1OCCc2ccccc21 (stereo not given),0.3%,-3%,-4%,-7%,-2%,
CSc1ncccc1C(=O)Nc1cccc(S(=O)(=O)N(C)c2ccccc2)c1,8.4%,-8%,23%,.,-5%,
Cc1cc(NC(=O)CSc2nnnn2-c2ccc(C)c(Cl)c2)no1,i,5%,12%,2%,5%,
Cc1cc(F)ccc1NC(=O)c1cccnc1,0.9%,1%,-22%,3%,-4%,
O=C(COC(=O)c1ccc(Br)o1)c1ccc(S(=O)(=O)N2CCCCC2)cc1,0.3%,2%,19%,.,-5%,
COc1ccccc1OCc1nc(-c2cccc([N+](=O)[O-])c2)no1,5.6%,-11%,-11%,10%,5%,
O=C(Nc1ccccc1N1CCOCC1)C1Cc2ccccc2CN1C(=O)c1ccco1 (stereo not given),0.1%,18%,44%,2%,-4%,
O=C(CCCN1C(=O)/C(=C/c2cccc(Br)c2)SC1=S)Nc1ccccn1,5.6%,9%,?,-3%,?,
Cc1cc(C[n+]2ccsc2N)c2ncccc2c1,i,-10%,6%,12%,-4%,
Cc1nc2cc([N+](=O)[O-])ccc2c(=O)n1-c1cccc(Br)c1,1.0%,4%,56%,13%,-3%,
CC(C)Cc1nc2oc3c(=O)[nH]cnc3c2c2c1CCC2,5.4%,13%,14%,-12%,-3%,
Oc1ccc(N=Nc2n[nH]c(-c3ccc(Br)cc3)n2)cc1,3.0%,-4%,43%,-4%,5%,
Nc1nc(NC2CCCCC2)nc(NCCO)c1[N+](=O)[O-],2.2%,0%,-10%,-5%,-4%,
CN1C(=O)[C@@H]2[C@@H]3C[C@@H]([C@H]4ON=C(c5ccc(Cl)cc5)[C@@H]34)[C@@H]2C1=O,0.7%,4%,-13%,-5%,1%,
COc1ccccc1N1CCN(c2ccc3ccccc3n2)CC1,3.2%,-8%,10%,-1%,2%,
COc1ccc(CCNC(=O)C2CC(=O)N(C3CCCCC3)C2)cc1OC (stereo not given),1.8%,4%,-3%,-6%,-8%,
COc1ccc(NC(=O)CC2C(=O)N(C)C(=S)N2CCc2ccccc2)cc1 (stereo not given),i,-5%,2%,-6%,1%,inhibitors of VEEV 10K pilot screen=0.1
CCOC(=O)C1=CN(Cc2cccc(F)c2)S(=O)(=O)NC1c1ccc(Br)cc1F (stereo not given),2.3%,1%,.,.,.,
Cc1cccc(C(=O)OCN2C(=O)c3ccccc3C2=O)c1[N+](=O)[O-],0.2%,8%,7%,-7%,-4%,
Cc1ccc(NC(=O)C(OC(=O)c2ccc(NC(N)=O)cc2)c2ccccc2)cc1Cl (stereo not given),6.6%,9%,24%,-5%,8%,
COCCN(Cc1cc2cc3c(cc2nc1Cl)OCO3)C(=O)Nc1ccc(F)cc1,i,-5%,14%,-11%,-14%,
CCOC(=O)Cc1csc(NC(=O)C(NC(=O)C2CCCCC2)C(C)C)n1 (stereo not given),i,-10%,21%,4%,5%,
CCc1nnc(NC(=O)CCC(=O)N2CCC(Cc3ccccc3)CC2)s1,0.4%,4%,78%,4%,7%,
O=C(Cc1ccccc1[N+](=O)[O-])Nc1nccs1,0.9%,14%,9%,6%,-4%,
O=S(=O)(NCCn1cccc1)c1ccc2ccccc2c1,0.4%,-16%,10%,-93%,50%,
O=c1c2ccccc2cnn1Cc1ccc(Cl)c(Cl)c1,0.1%,1%,67%,-10%,4%,
NC(=O)N/N=C/c1ccc(N2CCOCC2)s1,0.3%,12%,8%,-14%,-11%,
COC(=O)C1=C(c2ccc(F)cc2OCc2ccccc2)C[C@@H]2CC[C@H]1N2C(=O)NC1CCCCC1,6.1%,-19%,.,.,0%,
CC(=O)N1CCN(S(=O)(=O)c2cccc(C(=O)Nc3ccc(C)cn3)c2)CC1,2.5%,9%,15%,-1%,1%,
CCOC(=O)C1CCCN(C(=O)Cn2cnc3sc(C)c(S(=O)(=O)N4CCOCC4)c3c2=O)C1 (stereo not given),1.8%,-2%,-8%,2%,2%,
C/C(=N\NC(=S)NC1CCCCC1)c1ccc(Cl)c(Cl)c1,0.6%,13%,26%,2%,-1%,
C=CCN1C(=O)C(CC(=O)O)SC1=Nc1c(C)n(C)n(-c2ccccc2)c1=O (stereo not given),0.3%,-3%,-4%,-7%,6%,
CSCCC(NS(=O)(=O)c1ccc(C)cc1)C(=O)N1CCN(C(c2ccccc2)c2ccccc2)CC1 (stereo not given),2.3%,-10%,9%,2%,3%,
Clc1nc(Cl)c2ncn(-c3ccccc3)c2n1,8.9%,-2%,.,.,.,
O=C(N/N=C/c1cccnc1)c1ccccc1OCc1cccc(Br)c1,1.0%,10%,0%,-11%,13%,
CC(C)Oc1ccccc1/C=N/NC(=O)c1ccc(F)cc1,i,2%,67%,-22%,-5%,
COc1ccc(OC)c(-c2nc(C(N)=O)c3[nH]c(=O)n(-c4ccc(F)cc4)c3n2)c1,1.4%,0%,.,.,0%,
Cc1ccc(NC(=O)CCc2ccccc2)cc1S(=O)(=O)N1CCOCC1,i,2%,14%,.,-4%,
CC1CCCN(c2nc(N(C)c3ccccc3)nc(N)c2[N+](=O)[O-])C1 (stereo not given),1.7%,-12%,13%,3%,17%,
Cc1n[nH]c(=S)n(/N=C/c2cccs2)c1=O,i,-11%,-4%,-3%,-4%,
COc1ccc(/C=C/C(=O)OCC(=O)NCC2CCCO2)cc1 (stereo not given),0.9%,-2%,60%,3%,2%,

# An excerpt from above in order of heavy-atom count, highest first:
SMILES,inhibitors of VEEV,influenza NS1A,tuberculosis growth,PhoP GFP inhibition,H37Rv inhibition,others
COc1ccc(OC)c(-c2nc(C(N)=O)c3[nH]c(=O)n(-c4ccc(F)cc4)c3n2)c1,1.4%,0%,.,.,0%,
C=CCN1C(=O)C(CC(=O)O)SC1=Nc1c(C)n(C)n(-c2ccccc2)c1=O (stereo not given),0.3%,-3%,-4%,-7%,6%,
Cc1ccc(NC(=O)CCc2ccccc2)cc1S(=O)(=O)N1CCOCC1,i,2%,14%,.,-4%,
CC(C)Oc1ccccc1/C=N/NC(=O)c1ccc(F)cc1,i,2%,67%,-22%,-5%,
NC(=O)N/N=C/c1ccc(N2CCOCC2)s1,0.3%,12%,8%,-14%,-11%,
Cc1n[nH]c(=S)n(/N=C/c2cccs2)c1=O,i,-11%,-4%,-3%,-4%,

# Later entries
SMILES,inhibitors of VEEV,influenza NS1A,tuberculosis growth,PhoP GFP inhibition,H37Rv inhibition,others
CC(=O)Nc1ccc(S(=O)(=O)NCCC(=O)OCC(=O)c2ccccc2)cc1,1.1%,8%,0%,-8%,-7%,
Cc1n[nH]c(=O)c2c1nnn2Cc1ccc(F)cc1,i,-26%,-9%,0%,-3%,
Cc1nc2nc(SCC(=O)NCCCN3CCCC(C)C3)nn2c(C)c1Cc1ccccc1Cl (stereo not given),0.3%,1%,16%,9%,-3%,
O=C(CCCN1C(=O)c2ccccc2C1=O)Nc1nnc(C2CC2)s1,0.1%,2%,-17%,0%,-3%,
CCn1cnnc1SCC(=O)c1c(N)n(C2CC2)c(=O)[nH]c1=O,6.9%,-13%,-9%,.,-10%,
O=S(=O)(CCNCCc1ccccc1)NCc1ccccc1,0.4%,-3%,.,.,.,
CC(C)C(CO)N1CCN(Cc2ccccc2)CCC1=O (stereo not given),0.4%,-1%,5%,-3%,-3%,
[O-][n+]1c2ccccc2cc2ccccc21,1.1%,-8%,33%,23%,2%,
COC(=O)C1=C(c2ccc(-c3ccccc3)c(F)c2)C[C@@H]2CC[C@H]1N2C(=O)NCC1CC1,2.0%,9%,6%,.,-8%,inhibitors of VEEV 10K pilot screen=0.7
O=C(CN1CCN(Cc2ccccc2)CC1)N/N=C/c1cccs1,2.4%,-5%,11%,4%,-2%,
O=C(Nc1nnc(-c2ccco2)s1)C1CC1,3.0%,3%,-13%,-4%,2%,
CC(=O)c1ccc(OCC(O)CN(C)CCOc2ccc(Br)cc2)cc1 (stereo not given),1.0%,-1%,44%,-1%,8%,
CCCC[C@H]1C2=C3[C@@H](CC(C(=O)OC)=C[C@@H](C(=O)OC)[C@H]3C(C)(C)C2=O)n2c(=O)n(-c3ccccc3)c(=O)n21,i,-5%,20%,5%,0%,
C[n+]1c(-c2ccccc2)sc([S-])c1-c1ccccc1,i,.,?,-25%,4%,
Cc1ccc2c(C)cc[n+](CCCS(=O)(=O)[O-])c2c1,i,0%,-12%,6%,-6%,
CCCCn1c(C)c(C(=O)O)c2cc(OC)c3ccccc3c21,0.7%,-8%,-2%,-4%,18%,
Cc1cc(C)n2nc(C(=O)OCC(=O)Nc3cc(Cl)ccc3C)nc2n1,0.2%,5%,-9%,.,8%,
CS(=O)(=O)Nc1ccc(C(=O)Nc2ccc(S(=O)(=O)N3CCCC3)cc2)cc1,1.7%,4%,1%,-7%,14%,
CCOc1cc(NC(=S)Nc2cccc(OC)c2)c(OCC)cc1NC(=O)C1CC1,4.6%,-2%,?,9%,3%,
Cc1cn2c(-c3ccc(Cl)cc3)nnc2s1,i,-2%,-12%,1%,-9%,
O=[N+]([O-])c1cccc(/C=N/Nc2cc(Cl)nc(-c3ccccc3)n2)c1,7.4%,5%,-5%,19%,5%,
CS(=O)(=O)N(Cc1ccccc1)c1ccc(C(=O)NCCSc2ccccn2)cc1,0.8%,-4%,-15%,-4%,-5%,
CC(C)(C)n1ncc2c(=O)n(CC(=O)NCc3ccccc3Cl)cnc21,1.5%,-4%,3%,-2%,3%,
Nc1nc(CN2CCN(Cc3ccccc3)CC2)nc(N2CCCc3ccccc32)n1,0.1%,8%,34%,9%,?,
COc1ccccc1CN1C(=O)C(=O)N(Cc2cccc(C)c2)C1=O,5.3%,22%,9%,-1%,1%,
CN(Cc1cccc(Cl)c1Cl)C(=O)c1ccccc1SCC(=O)N1CCCC1,7.6%,-3%,.,.,.,
